EWS-Fli block: inhibitors of EWS/Fli oncoprotein transcriptional activity | A673 NR0B1-luciferase reporter, viability-normalised | inhibition, % at 12.6 µM | actives 0.67% (n = 350,000) | AID 651661;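 active = mean inhibition of at least 50% after viability correction, with every replicate also passing that limit; inconclusive = mean reaches 50% but only one of two replicates passes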;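 also: firefly luciferase signal divided by Alamar Blue viability fluorescence both relative to DMSO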
DENV2 CPE: inhibitors of DENV2 cytopathic effect. CPE inhibition, % at 9.99 µM. DENV2-infected cells, cytopathic effect rescue, plate reader. actives 1.7% (n = 350,000); in the data active = CPE inhibition above about 20%, passing the limit was not always enough; inconclusive = no clear call, values can overlap the other calls; tested in BHK-21 cells;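 also: 0% = median of neutral control wells and 100% = median of positive control wells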
GSIS activator: GLuc luminescence reporter in INS-1E cells, primary screen for activators of glucose-dependent secretion of insulin. actives 0.61% (n = 370,000). activation, % at 16.6 µM. INS-1E GLuc reporter insulin secretion, 2-3 h. AID 743287;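 active = lowest replicate activation of at least 40%, so every replicate reaches that level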;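 also: 0% = median of neutral control wells and 100% = median of IBMX positive control wells; some compounds called inactive have numbers as strong as hits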
ERp5 block: blocks human ERp5 reductase activity on insulin. Q15084. ERp5 insulin aggregation, absorbance 650 nm, 90 min. inhibition, % at 9.99 µM. actives 0.05% (n = 350,000). AID 651711;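 active = mean replicate inhibition above about 25%, with every replicate also reaching it, limit read from the data, passing the limit was not always enough; inconclusive = only one of those two criteria met; inactive = neither criterion met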
Target sequence (Q15084 whole entry, looked up): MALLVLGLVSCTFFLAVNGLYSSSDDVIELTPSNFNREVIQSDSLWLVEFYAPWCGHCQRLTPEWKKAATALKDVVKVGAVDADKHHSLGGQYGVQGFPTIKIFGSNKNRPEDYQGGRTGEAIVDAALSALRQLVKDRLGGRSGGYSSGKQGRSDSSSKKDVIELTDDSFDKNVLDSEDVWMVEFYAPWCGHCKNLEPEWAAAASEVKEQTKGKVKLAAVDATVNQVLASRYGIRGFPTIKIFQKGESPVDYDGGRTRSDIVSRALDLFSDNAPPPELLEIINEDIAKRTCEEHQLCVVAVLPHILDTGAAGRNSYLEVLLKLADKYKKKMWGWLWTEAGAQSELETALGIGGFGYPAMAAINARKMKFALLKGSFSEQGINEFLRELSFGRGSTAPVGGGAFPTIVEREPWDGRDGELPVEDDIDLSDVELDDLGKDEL
ARNT TACC3 PPI: disruptors of human ARNT/TACC3 interaction; inhibition, % at 9.99 µM; AlphaScreen His-ARNT PAS-B/GST-TACC3 binding, luminescence; TACC3 fragment carries E629A point mutation; Q9Y6A5; AID 623870; actives 0.66% (n = 390,000);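 active = mean inhibition of replicates at least 50% and at least half of replicates each reaching 50%; inconclusive = half or more replicates reach 50% but mean below 50%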;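 also: 0% = complete ARNT plus TACC3 wells and 100% = ARNT alone without TACC3; many hits fall short of the cut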
XiGFP reactiv: reactivates the inactive X chromosome in mouse fibroblasts; XiGFP mouse fibroblasts, % GFP-positive cells imaging, 3 d; cells co-treated with 5-aza-dC sensitizer; scaled so ellipticine positive control = 100%; actives 0.055% (n = 360,000); activation, % at 7.58 µM;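 active = mean normalized replicate activation at least 10% and every replicate at or above 10%; inconclusive = only one of the two criteria met; inactive = mean below 10% and not all replicates reach 10%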;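 also: 0% = median of on-plate neutral control wells and 100% = ellipticine 6 µM median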
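Material: XiGFP fibroblasts, SV40-immortalized; Buffer or medium: DMEM containing 5-aza-dC; Compound dosing: single point; Times: 3 days compound exposure.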
F508del corr: CFTR F508del correction in bronchial cells. CFBE cells, YFP halide quenching; stimulated with forskolin plus potentiator P3; % fluorescence drop versus neutral controls. activity (quench increase), % at 7.58 µM. actives 0.36% (n = 350,000). AID 720511;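 active = mean added fluorescence quench of at least 8% versus neutral control, with both replicates also reaching 8%; inconclusive = only one of the mean or replicate conditions met; inactive = mean below 8% and not both replicates reaching 8%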;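 also: cells transiently co-express mutant CFTR-F508del with the halide-sensitive YFP; corrector assay measuring rescue of mutant channel to the surface after 24 h compound exposure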
PAX8 inh HTS: lowers PAX8-driven luciferase in RMG-I cells; RMG-I TPO-luciferase reporter, SteadyGlo, 24 h; inhibition, % at 12.6 µM; actives 1.2% (n = 360,000);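 active = mean replicate inhibition at least 60% with every replicate also reaching 60%; inconclusive = only one of the two criteria is met; inactive = mean below 60% and not all replicates reaching 60%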;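 also: luciferase light reporting Pax8 driven TPO promoter activity; plate controls were median of neutral control wells for no effect and mitoxantrone controls for full effect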
Active calls of the source: *; u = inconclusive; x = no result given; & = joins results of further samples. Compounds were not picked by outcome; 4.2% or so of the library scored in one or more.

SMILES	EWS-Fli block	DENV2 CPE	GSIS activator	ERp5 block	ARNT TACC3 PPI	XiGFP reactiv	F508del corr	PAX8 inh HTS
COc1ccc(N(C(=O)CNC(=O)c2ccco2)C(C(=O)NCC2CCCO2)c2ccccc2)c(OC)c1 (configuration not stated)	11	12	10	0	-11	0.0	2.3	-11
Cc1[nH]c(=S)c(C#N)c(C)c1Cc1ccc(Cl)cc1Cl	-7	2	0	10	-3	0.1	0.9	1
CCOC(=O)c1cc(N)cc([N+](=O)[O-])c1	-1	2	x	2	-9	0.0	-2.0	-17
CCOC(=O)CSCC(=O)N1N=C(c2cccs2)CC1c1ccc(F)cc1 (configuration not stated)	-3	-2	x	4	2	0.2	x	-9
COc1ccc(NC(=O)CSc2nc(O)cc(=O)n2-c2ccccc2)cc1	0	-6	4	3	0	0.0	-1.2	-1
O=C(NC1CCCCCC1)c1c2c(nc3ccccc13)CCN(Cc1ccccc1)C2	x	x	-8	x	4	0.3	x	3
Cc1ccc(S(=O)(=O)N(CC#N)CC#N)cc1	2	-4	-1	-3	-9	0.0	-0.8	-2
Oc1oc(-c2ccccc2Br)nc1/C=N/c1ccccn1	-40	1	14	2	x	0.2	-1.3	-47
COc1ccc(C(=O)COC(=O)c2cccnc2Cl)c(OC)c1	-112	-8	21	3	30	0.0	5.9	-91
CO[C@H]1CN(C)C(=O)c2cc(NC(C)=O)ccc2OC[C@H](C)N(CCc2ccccc2)C[C@@H]1C	1	5	2	9	-1	0.4	1.5	x
C[C@H]1CN([C@@H](C)CO)C(=O)CCCn2cc(nn2)CO[C@H]1CN(C)Cc1ccc2cccnc2c1	-3	-3	3	9	0	-0.2	0.1	x
C/C=C/c1ccc([C@H]2[C@@H](CN(C)C(=O)CC)N(C(=O)C3CC3)[C@H]2CO)cc1	-4	2	5	-3	x	0.1	-0.8	x
C[C@@H]1CN([C@@H](C)CO)C(=O)c2cc(-c3ccc(C#N)cc3)cnc2O[C@H]1CN(C)Cc1cncnc1	1	3	6	15	-4	-0.3	2.1	x
CC(C)c1ccc(NC(=O)COC(=O)c2c[nH]c(=O)[nH]c2=O)cc1	-14	2	4	4	-7	0.0	0.7	31
CC(C)C(=O)Nc1ccc2c(c1)C(=O)N(C)[C@H]1CC[C@@H](CC(=O)NCc3ccccc3)O[C@@H]1CO2	-1	32*	-4	1	-12	0.0	0.1	-12
Cc1cccc(C)c1C(O)c1ncc(-c2cccc3ccccc23)[nH]1 (configuration not stated)	13	17	-12	6	x	0.0	-3.2	34
O=C(Nc1ccc2c(c1)OCCO2)c1cnn(-c2ccccc2)n1	-58	-7	11	3	-4	0.0	0.5	-148
Cc1noc(C)c1NC(=O)Nc1ccc2c(c1)C(=O)N([C@H](C)CO)C[C@@H](C)[C@@H](CN(C)Cc1ccc(Oc3ccccc3)cc1)O2	12	10	-3	-2	2	0.2	1.5	x
C[C@H](CO)N1C[C@H](C)[C@@H](CN(C)C(=O)NC2CCCCC2)Oc2ccc(NS(=O)(=O)c3cn(C)cn3)cc2C1=O	0&0	-1	22&16	0&3	-8&0	-0.1&-0.1	1.5&2.9	-14
O=C(c1ccccc1[N+](=O)[O-])N(CCc1ccccc1)Cc1ccccc1	x	-7	1	-4	x	0.0	2.2	16
Cc1nc(N=C(N)N)nc2c(C)cccc12	35	-2	7	8	x	0.0	5.7	27
COCCn1c(SC2CCCCC2=O)nnc1-c1ccncc1 (configuration not stated)	5	4	6	4	-10	0.0	-0.2	2
CC(C)[C@H]1C(=O)Nc2ccccc2N1C(=O)N[C@@H](Cc1ccccc1)C(=O)N[C@@H](C(=O)O)c1ccccc1	-13	-15	x	-1	-1	x	6.6	x
CCn1c(=O)n(CC(=O)NCC2CCCO2)c(=O)c2c3c(sc21)COC(C)(C)C3 (configuration not stated)	2	1	12	2	-17	0.0	2.2	0
COCC(=O)N1[C@H](C(=O)NCc2ccccc2Cl)[C@@H](CO)[C@@H]2Cn3c(cccc3=O)[C@@H]21	x	-11	4	-1	x	0.2	-2.5	-9

As entered above.
Result of O=C(c1ccccc1[N+](=O)[O-])N(CCc1ccccc1)Cc1ccccc1 in GSIS activator: 1
Result of Oc1oc(-c2ccccc2Br)nc1/C=N/c1ccccn1 in DENV2 CPE: 1

Further results
SMILES	EWS-Fli block	DENV2 CPE	GSIS activator	ERp5 block	ARNT TACC3 PPI	XiGFP reactiv	F508del corr	PAX8 inh HTS
O=C(CSc1ccc2nnc(-c3cccnc3)n2n1)Nc1ccccc1F	5	-7	12	0	x	0.2	1.8	-8
CCOC(=O)C1(C)CCN1C(=O)c1c(F)cccc1F (configuration not stated)	-3	-3	x	6	x	0.0	-0.2	-12
COCC(C)NC(=O)c1ccc2c(c1)S(=O)(=O)c1ccccc1C2=O (configuration not stated)	-1	-12	39	2	1	0.1	-3.4	39
CC(=O)Nc1ccc(SC[C@H](CC(C)C)N2CCN(CC(C)C)CCC2=O)cc1	5	1	x	3	0	0.0	2.9	16
COc1ccc(CNc2nc3ccccc3n2Cc2ccc(Cl)cc2)cc1OC	4	-6	-36	6	-2	-0.1	2.1	32
O=C1CN(C(=O)C2CCC(=O)N(CCc3ccc(Cl)cc3)C2)CCN1 (configuration not stated)	x	-4	17	2	-6	0.7	-1.0	-9
COc1ccc(C(=O)C2CCCN(C(=O)CCNC(C)=O)C2)cc1OC (configuration not stated)	2	3	17	-2	29	0.0	-1.1	-3
Cc1cc(O)cc(O)c1/C=N/NC(=O)c1ccc2c(c1)OCCO2	-65	5	x	-2	x	0.3	3.6	-23
CCCCCCNC(=O)CCCCCNS(=O)(=O)c1ccc(OC)cc1	1	u	-14	4	0	0.0	x	-3
O=C1Cc2cc(S(=O)(=O)N3CCNCC3)ccc2N1	-4	34*	22	1	7	0.0	0.6	-2
CC(NC(=O)CN1CCN(c2ccc(Cl)cc2)CC1)c1ccccc1 (configuration not stated)	-2	3	-22	6	-3	-0.1	-0.1	19
CN1CCN(C2=NC(=O)/C(=C/c3cn[nH]c3-c3ccccc3)S2)CC1	15	1	-9	5	9	0.0	1.5	2
C[C@@H]1CN([C@@H](C)CO)C(=O)c2cccc(NC(=O)CCCCCC(=O)Nc3ccccc3N)c2O[C@H]1CN(C)C(=O)Nc1ccc2c(c1)OCO2	-9	17	10	12	x	-0.4	0.3	-9
Cn1c(=O)c(=O)n(C)c2cc(S(=O)(=O)Nc3ccc(OC(F)(F)F)cc3)ccc21	6	4	-16	4	-2	x	-0.5	x
Cc1cccc(S(=O)(=O)N2CCCCN3[C@H](C2)[C@@H](c2ccc(-c4cccnc4)cc2)[C@@H]3CO)c1	x	1	-5	0	26	0.0	1.3	15
O=C(CC1CCCC1)NNC(=O)c1ccc(Br)cc1	-10	-3	1	-2	x	0.0	-1.3	-44
COc1ccc(NC(=O)N(C)C[C@@H]2Oc3ccc(NC(=O)NC(C)C)cc3C(=O)N([C@H](C)CO)C[C@@H]2C)cc1	-3	10	6	0	-7	-0.7	-1.5	2
C[C@@H]1CN([C@H](C)CO)C(=O)c2cccc(N(C)C)c2O[C@H]1CN(C)Cc1ccc(-c2ccccc2)cc1	x	5	-10	-1	1	-0.3	-1.8	24
COc1ccc(CN(C)C[C@@H]2Oc3c(NC(=O)Nc4cccc5ccccc45)cccc3C(=O)N([C@H](C)CO)C[C@@H]2C)cc1	17	-5	-9	-2	9	5.7	-4.0	17
COc1cccc(C(C)(O)c2nc(-c3ccc(S(C)(=O)=O)cc3)cs2)c1 (configuration not stated)	9	-6	x	3	x	0.3	-1.4	28
O=C(Cc1ccccc1[N+](=O)[O-])NCc1ccc(Cl)cc1Cl	-91	x	16	x	1	0.0	-3.9	-109
Cc1n[nH]c(C)c1NC(=O)c1cc([N+](=O)[O-])ccc1Cl	-4	3	-3	-6	10	0.2	1.1	15
CCOc1ccc2[nH]c(C(=O)N/N=C/c3cc(OC)c(OC)c(OC)c3)cc2c1	-6	-6	-29	3	-1	0.0	-6.7	59
CC(C)(C)NC(=O)NC(=O)CN1CCN(S(=O)(=O)/C=C/c2ccccc2)CC1	-5	2	10	-1	0	0.0	5.2	4
O=C(CSc1n[nH]c(=O)[nH]c1=O)N/N=C/c1ccccc1	12	x	1	x	0	0.0	x	16

(more compounds)
SMILES	EWS-Fli block	DENV2 CPE	GSIS activator	ERp5 block	ARNT TACC3 PPI	XiGFP reactiv	F508del corr	PAX8 inh HTS
CN1c2ccc(-c3cccc(C#N)c3)cc2[C@H]2[C@H](CCN2C(=O)C2CCC2)[C@H]1CO	8	-7	-42	x	1	0.0	3.3	-7
O=C(Nc1cccc(F)c1)N[C@@H]1CC[C@@H](CCNS(=O)(=O)c2cccc(Cl)c2)O[C@H]1CO	-2	-7	-16	4	31	-0.1	-0.9	-5
O=C(Nc1cc(F)ccc1F)N1CC(=O)N2[C@H](C1)[C@H](c1ccc(-c3ccc(F)cc3)cc1)[C@@H]2CO	-2	10	-7	4	x	0.2	-0.7	8
CC1(C(=O)NS(=O)(=O)c2cccc(Cl)c2)CCN1C(=O)c1cccc(F)c1 (configuration not stated)	-1	12	-3	-2	x	-0.2	-2.7	-6
CCN(Cc1cc(=O)oc2cc(C)ccc12)c1ccccc1	11	-9	2	1	-4	0.0	0.0	-8
C[C@H](CO)N1C[C@H](C)[C@@H](CN(C)Cc2ccncc2)Oc2ncc(Br)cc2C1=O	-4&1	-5&6	29&12	-1&-1	-7	0.6&-0.3	-0.9&1.1	-19
N/C(=N\OC(=O)CCC1CCCC1)c1ccccc1	-115	0	0	-18	-1	0.0	1.1	-22
CCC(=O)Nc1ccc2c(c1)OC[C@H](C)N(C(=O)C1CC1)C[C@@H](C)[C@H](OC)CN(C)C2=O	-9	-5	7	3	5	-0.2	-3.0	x
O=C(CCc1ccc(S(=O)(=O)N2CCOCC2)cc1)NN=C1CCCCCCC1	x	x	5	x	-7	0.7	x	15
Cc1ccc(-c2nnc(SCC(=O)NCC3CCCO3)nc2-c2ccc(C)cc2)cc1 (configuration not stated)	1	5	-33	3	7	0.1	-5.8	3
CN(C)c1ccc(/C=N/NC(=O)c2nnn(-c3nonc3N)c2COc2ccc(F)cc2)cc1	6	2	x	7	-3	0.1	-0.8	-5
CCS(=O)(=O)Nc1ccc2c(c1)C(=O)N(C)C[C@@H](OC)[C@H](C)CN(CC1CCCCC1)[C@@H](C)CO2	2	9	-1	2	0	0.2	1.4	17
CCCCNC(=O)c1nc(C2CCN(S(=O)(=O)c3ccc(F)c(F)c3)CC2)oc1-c1cccc(C(F)(F)F)c1	4	-15	4	0	x	0.0	-3.0	-4
COc1ccc(C(C(=O)NC(C)(C)C)n2c(-c3ccc(C(F)(F)F)cc3)nc3ccccc32)cc1 (configuration not stated)	-40	18	-7	-6	x	-0.1	-1.8	-82
CCN(CC(=O)Nc1ccc(NC(C)=O)cc1)C(=O)C1CC(=O)N(Cc2ccc(C)cc2)C1 (configuration not stated)	0	5	3	-5	20	-0.1	-3.9	-11
CCOC(=O)CC(NC(=O)c1cccs1)c1ccc(C)cc1 (configuration not stated)	2	6	8	-1	-3	-0.1	-0.5	10
CCn1cc(/C=C(\NC(=O)c2ccc(OC)cc2)C(=O)N2CCN(C)CC2)c2ccccc21	9	-1	-16	-2	48*	0.0	-2.1	4
Cc1cc2c(=O)n(C)c(SCC(=O)Nc3ccccc3C)nc2s1	7	-4	2	-2	10	0.5	2.4	0
Cn1c(NCc2cccnc2)nc2cc(-c3cccc(C(=O)NCCO)c3)sc2c1=O	-2	u	-6	2	x	0.2	0.0	6

Screening data as filed in PubChem.
